High-throughput results (PubChem BioAssay)
FXN GAA850 act = increases GAA850 frataxin promoter reporter activity; HEK293 lucGAA850 FXN promoter luciferase reporter, 24 h; percent of 10 µM SAHA response; activation, % at 6 µM; actives 0.56% (n = 360,000); AID 540364;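 active = activation above the average of all compounds screened plus 3 SD, cutoff fixed separately per campaign, cut at about 7.5% in these data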;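 note: 0% = DMSO wells and 100% = 10 µM SAHA wells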
DAX1 inh-1 = inhibits human nuclear receptor DAX1. HEK293 Gal4-DAX1 luciferase reporter, luminescence. inhibition, % at 6.75 µM. actives 0.99% (n = 340,000). AID 504766;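 active = inhibition above the mean over all tested compounds plus 3 SD, cut at about 4.2% in these data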;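 note: 0% = DAX1-transfected cells with DMSO and 100% = empty-vector control cells with DMSO; inhibition shows as a rise in luminescence from relieved DAX1 repression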
DAX1 inh-2 = blocks DAX1 repression of SF-1 activated StAR promoter. HEK293T StAR-luciferase reporter, SF-1/DAX-1 repression relief. inhibition, % at 6.8 µM. actives 1.1% (n = 370,000). AID 652010;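 active = inhibition above the mean over all tested compounds plus 3 SD, cut at about 3.6% in these data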;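 note: 0% = DAX-1 cells with DMSO and 100% = cells lacking DAX-1 with DMSO; higher inhibition means more luminescence from relief of DAX-1 repression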
ADAM10 inh = inhibitors of human ADAM10. O14672. recombinant ADAM10, EDANS/DABCYL FRET peptide cleavage, 3 h. inhibition, % at 7 µM. actives 0.62% (n = 370,000). AID 720582;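 active = inhibition above a per-campaign cutoff equal to the mean of compounds falling between control-based bounds plus 3 SD, cut at about 20% in these data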;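 note: 0% = DMSO wells while the 100% control is not disclosed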
Target sequence (O14672 214-748 limits assumed): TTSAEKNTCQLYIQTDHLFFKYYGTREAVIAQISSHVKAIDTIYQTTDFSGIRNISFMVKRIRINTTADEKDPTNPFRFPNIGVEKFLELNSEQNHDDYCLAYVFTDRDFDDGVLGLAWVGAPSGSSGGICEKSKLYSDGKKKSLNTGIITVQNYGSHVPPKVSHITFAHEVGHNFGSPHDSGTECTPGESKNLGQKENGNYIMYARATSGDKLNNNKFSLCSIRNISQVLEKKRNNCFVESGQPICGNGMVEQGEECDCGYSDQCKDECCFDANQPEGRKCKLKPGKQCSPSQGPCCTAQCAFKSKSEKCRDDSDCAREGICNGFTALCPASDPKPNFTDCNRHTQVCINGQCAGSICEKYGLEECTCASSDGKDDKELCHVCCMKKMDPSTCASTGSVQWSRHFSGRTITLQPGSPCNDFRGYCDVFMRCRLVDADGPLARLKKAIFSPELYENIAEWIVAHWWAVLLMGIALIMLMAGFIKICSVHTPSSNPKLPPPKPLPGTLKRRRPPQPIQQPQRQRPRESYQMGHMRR
PLCb3 inh = PLC-beta3 (human) inhibition, primary screen. Q01970. Purified PLC-beta3, fluorogenic substrate, fluorescence. inhibition, % at 12.2 µM. actives 0.18% (n = 370,000). AID 720704; in the data active = inhibition above about 11%;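 note: 0% = median of compound wells on plate and 100% = full blocker control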
ssDAF12 agonist = activates DAF-12 receptor from parasite S. stercoralis; HEK293 ssDAF-12/GRIP1 lit1-tk-luc reporter, luminescence; % of 3 µM dafachronic acid response; activation, % at 6.8 µM; actives 1% (n = 370,000); AID 652126;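 active = activation above the mean over all tested compounds plus 3 SD, cut at about 0.9% in these data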;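 note: 0% = DMSO-only wells and 100% = 3 µM delta7-dafachronic acid wells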
ADAM17 inh = inhibits human ADAM17; recombinant ADAM17, EDANS/DABCYL FRET peptide cleavage; inhibition, % at 6.95 µM; actives 0.83% (n = 370,000);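 active = inhibition above the mean of compounds lying between control limits plus 3 SD, set per campaign, cut at about 8.5% in these data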;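 note: 0% = DMSO-only wells as the low control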
Target sequence (P78536 215-824 limits assumed): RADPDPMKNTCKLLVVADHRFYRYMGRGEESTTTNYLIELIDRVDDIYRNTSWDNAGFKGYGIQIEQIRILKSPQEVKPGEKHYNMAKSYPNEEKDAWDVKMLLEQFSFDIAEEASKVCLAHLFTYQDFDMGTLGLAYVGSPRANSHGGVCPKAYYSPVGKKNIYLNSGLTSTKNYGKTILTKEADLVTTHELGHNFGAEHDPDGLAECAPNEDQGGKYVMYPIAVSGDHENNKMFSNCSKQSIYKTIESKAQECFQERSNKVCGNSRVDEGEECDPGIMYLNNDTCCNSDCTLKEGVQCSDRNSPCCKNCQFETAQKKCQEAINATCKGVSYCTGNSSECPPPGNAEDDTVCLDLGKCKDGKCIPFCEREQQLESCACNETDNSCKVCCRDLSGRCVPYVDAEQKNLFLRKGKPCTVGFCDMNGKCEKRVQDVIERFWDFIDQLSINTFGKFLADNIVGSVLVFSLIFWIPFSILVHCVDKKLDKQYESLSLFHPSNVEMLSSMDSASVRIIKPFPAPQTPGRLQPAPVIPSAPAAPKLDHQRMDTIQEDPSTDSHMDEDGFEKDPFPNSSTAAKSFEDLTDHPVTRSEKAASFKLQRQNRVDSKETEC
PLC-gamma1 inh = inhibitors of human phospholipase C gamma1. P19174. purified PLC-gamma1, fluorogenic substrate, fluorescence. inhibition, % at 12.2 µM. actives 0.84% (n = 370,000); in the data active = inhibition above about 9.5%
HGIII-sPLA2 inh = Blocks human group III sPLA2 activity. Q9NZ20. QFRET BODIPY PC-A2 liposome hydrolysis, fluorescence. inhibition, % at 12.2 µM. actives 0.56% (n = 370,000);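 active = inhibition above mean plus 3 SD of compounds lying within the high and low control bounds, cut at about 19% in these data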;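 note: 0% = median of test compound wells and 100% = no enzyme DMSO wells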
hgDAF-12 ag = hgDAF-12 agonism, primary luciferase screen. activation, % at 6.8 µM. HEK293 GAL4-hgDAF12 UAS-luciferase reporter, agonist luminescence; normalized to butyrate control. actives 1.8% (n = 370,000);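 active = activation above a cutoff set at the mean of all screened compounds plus 3 SD, cut at about 10% in these data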;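 note: 0% = DMSO wells and 100% = sodium butyrate wells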
hcDAF12 agonist = H. contortus DAF-12 activation, primary screen | activation, % at 6.8 µM | actives 1.4% (n = 370,000) | HEK293 hcDAF-12 lit1-tk-luc reporter, luminescence; 0% DMSO, 100% Δ7-dafachronic acid;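 active = activation above the mean of all tested compounds plus 3 SD, cut at about 5.5% in these data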;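 note: 100% = response to 3 µM Δ7-dafachronic acid high control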
Active calls of the source: *; / = no result given.

SMILES | FXN GAA850 act | DAX1 inh-1 | DAX1 inh-2 | ADAM10 inh | PLCb3 inh | ssDAF12 agonist | ADAM17 inh | PLC-gamma1 inh | HGIII-sPLA2 inh | hgDAF-12 ag | hcDAF12 agonist
CC(C)c1ccc(NC(=O)Nc2nc(C(N)c3ccccc3Cl)cs2)cc1 (stereo not given) | 0.3 | / | -0.9 | -1.9 | 0.9 | -1.7 | 2.9 | 0.6 | 7.2 | 3.2 | -1.2
CCOC(=O)[C@@H]1CSCCS(=O)(=O)N1C(=O)[C@H](C)NC(=O)OC(C)(C)C | / | / | -0.7 | 8.9 | 0.2 | -0.4 | 0.0 | 0.6 | 1.2 | 2.2 | 0.5
CCN(CC)CC(=O)NCc1cc(-c2ccc(OC)cc2)no1 | -1.3 | 1.4 | 0.6 | 4.3 | 0.8 | -1.1 | 0.1 | 1.7 | 5.1 | -1.4 | -1.0
CC(C)c1ccc(NC(=O)CSC(C)c2nc3ccccc3c(=O)[nH]2)cc1 (stereo not given) | 1.3 | 0.9 | -0.7 | -0.2 | -9.4 | -1.8 | -4.0 | 1.1 | -9.9 | -2.1 | -0.3
Cc1ccccc1OCCn1cc(C(=S)N2CCN(C)CC2)c2ccccc21 | -0.9 | -1.1 | -1.0 | -4.7 | -4.3 | -2.4 | -0.6 | 5.1 | -8.0 | -0.8 | 1.2
OCCNc1nc(Nc2cc(Cl)ccc2OC2CCCC2)nc(N2CCCC2)n1 | 4.7 | -0.3 | -0.1 | -1.8 | -1.6 | -1.2 | -5.2 | 1.9 | -2.2 | 3.8 | -0.4
O=C(NCc1ccc2c(c1)OCO2)Nc1ccc([N+](=O)[O-])cc1 | -1.6 | -0.4 | -2.3 | -10.2 | -0.4 | -1.2 | -1.2 | 10.8* | 4.4 | 1.4 | -1.4
COc1ccc(C(=O)NCCS(=O)(=O)N2CCN(C(=O)c3ccco3)CC2)cc1 | -0.6 | 0.4 | 0.8 | -1.9 | -5.3 | -1.6 | -0.5 | 1.3 | 18.6 | 0.5 | -0.5
CCOC(=O)CCc1c(C)nc2ncnn2c1C | -0.5 | 0.7 | 0.8 | 6.7 | 2.3 | -0.8 | -1.3 | 2.8 | 4.5 | -0.8 | -0.6
COc1ccccc1N(CC(=O)NCc1ccccc1)C(=O)CCC(=O)Nc1cc(C)ccn1 | 0.9 | 0.2 | 0.2 | 8.7 | 3.4 | -1.2 | -0.5 | 3.8 | 1.5 | -0.3 | -1.7
Cc1cc(S(=O)(=O)Nc2ccc(C(=O)NCC3(N(C)C)CCCCC3)cc2)ccc1F | 1.0 | -0.7 | 0.8 | -6.4 | -7.7 | -0.9 | -5.2 | 0.7 | 0.3 | 0.6 | 0.1
CCOC(=O)C1(Cc2cccc(Cl)c2)CCCN(C(=O)CCC(=O)N(C)C)C1 (stereo not given) | 1.5 | -1.5 | -0.1 | 0.5 | 5.1 | -0.7 | 0.1 | 0.2 | 5.1 | -1.4 | -2.0
O=C(NC1CC1)C1=C[C@H](C2CCCCC2)C[C@H](OCc2ccc(CO)cc2)O1 | 3.6 | 0.6 | -0.2 | 2.3 | 0.4 | -1.8 | 0.6 | 0.0 | -13.2 | -0.3 | 1.2
Cc1ccc(NC(=O)CSc2nnc(-c3ccccc3Br)o2)cc1C | 1.6 | 0.3 | -0.3 | 10.8 | -3.7 | -1.4 | 0.9 | 1.2 | -25.5 | 0.4 | -0.4
COc1ccnc(Oc2ccccc2)c1C(=O)N/C=N/OCc1ccccc1 | 1.6 | -0.1 | -1.5 | 0.8 | 2.0 | -1.7 | 1.3 | -0.4 | -0.3 | 0.4 | -1.5
COc1ccc(S(=O)(=O)NCC2CCCN(C(=O)c3sccc3C)C2)cc1 (stereo not given) | 1.2 | -0.1 | -0.6 | 1.1 | 6.7 | -1.5 | 0.4 | 1.0 | -5.4 | -1.8 | -0.4
CCN(C[C@H]1N[C@@](C)(C(=O)OC)[C@H]2C(=O)N(C)C(=O)[C@@H]12)S(=O)(=O)c1ccccc1 | -1.8 | 0.4 | 1.8 | -2.6 | -0.8 | -0.6 | -1.5 | 0.8 | 1.2 | -0.8 | -1.2
CCC1CCCCN1C(=O)CNCC1CCCO1 (stereo not given) | 1.0 | 0.6 | 0.1 | -1.9 | -2.9 | -0.6 | -3.8 | 1.1 | -2.5 | -0.8 | -0.8
CN(C)N=Nc1nc2c(c(=O)n(C)c(=O)n2C)n1C | -1.0 | / | 0.1 | -1.3 | 2.2 | -1.4 | -3.4 | 1.9 | 5.3 | -1.2 | 0.0
O=S(=O)(Cc1ccccc1)NCCc1ccc(F)cc1 | 0.3 | 2.4 | 0.0 | -1.0 | 4.6 | -1.5 | -1.7 | -1.6 | -4.5 | -2.4 | 0.9
Cc1ccc(C(NC(=O)C(C)C)c2cc([N+](=O)[O-])c3cccnc3c2O)cc1 (stereo not given) | -1.5 | -0.5 | 0.0 | 2.5 | -1.9 | -0.7 | 3.1 | 5.4 | 13.0 | 1.4 | 1.0
Cc1ccc(NC(=O)Cn2c(=O)oc3cc(S(=O)(=O)N4CCC(C)CC4)ccc32)cc1C | -0.5 | -1.5 | -2.6 | 0.7 | -0.4 | -1.5 | 2.1 | -5.0 | -19.1 | -4.6 | -4.0
COc1ccc(CN2CCNC(=O)C2CC(=O)N(C)Cc2cc(C)no2)cc1OC (stereo not given) | 1.1 | 0.9 | -0.1 | 1.9 | -6.9 | -0.7 | -1.8 | -4.0 | -1.7 | 0.0 | -0.6
CC(=O)c1c(C)nc(-c2ccccc2)n1O | 0.9 | 1.0 | 1.1 | 10.8 | 9.0 | 0.6 | 2.3 | 5.3 | -1.3 | 7.8 | 4.0
O=C(CSc1nnc(CNC(=O)c2cccs2)o1)NC1CCCC1 | 2.8 | -2.2 | -0.5 | -0.2 | 0.9 | -1.1 | -5.0 | 0.4 | -0.2 | 0.5 | -0.5
Cc1ccc(NC(=S)N(CCCN2CCN(C)CC2)Cc2cccs2)cc1C | -2.1 | -0.6 | 0.9 | 4.3 | 0.5 | -1.3 | 0.2 | 1.3 | -5.0 | -1.8 | 0.0
O=C1c2ccccc2NC(c2ccccn2)N1NS(=O)(=O)c1ccccc1 (stereo not given) | 0.5 | -0.2 | -0.1 | -163.5 | -142.4 | -2.1 | -60.7 | -139.7 | 4.5 | -7.8 | -1.3
COc1cccc(Sc2ccccc2CN(C)C)c1 | 1.3 | 0.6 | 0.0 | 0.5 | 4.4 | -1.0 | -3.5 | -1.6 | 20.2* | 1.1 | -1.2
COc1ccc(OCCn2cc(/C=N/NC(=O)c3ccncc3)c3ccccc32)cc1 | 3.2 | -0.7 | -0.2 | 0.8 | -3.2 | -0.8 | -0.2 | -3.1 | -4.2 | -1.0 | 4.8
CCOC(=O)N1CCC(NC(=O)CCCN2C(=O)CSc3ncccc32)CC1 | 1.3 | 1.6 | 0.2 | -8.7 | -4.1 | -1.5 | -2.8 | -1.7 | 1.4 | 2.9 | -0.3
C=CC[C@H](CC(=O)NCCO)C(=O)N[C@@H](C)COC(=O)[C@H](CC=C)CC(=O)OC(C)(C)C | -1.0 | 0.6 | 0.7 | -2.6 | 1.6 | -0.4 | 0.2 | 5.6 | -0.4 | 0.7 | -1.0
COc1ccccc1CC(=O)NCc1csc(-c2cccs2)n1 | 4.4 | / | 0.9 | -36.2 | -11.1 | -1.0 | -13.1 | -3.5 | 4.9 | 2.8 | 2.5
CC(C)=C1C2C=CC1C(C(=O)Nc1cc(C)ccc1C)C2C(=O)O (stereo not given) | -1.1 | -0.2 | 1.0 | -3.9 | 5.2 | -0.7 | -1.1 | 1.7 | 6.2 | 2.4 | -0.4
N[C@H](C(=O)N1CCC[C@@H]1C(=O)N1CCC2CCN(S(=O)(=O)c3ccccc3)CC21)c1ccccc1 (stereo not given in full) | / | / | 3.0 | -5.2 | 9.3 | -1.1 | 0.5 | 5.8 | 13.8 | -1.6 | 0.6
COc1ccc(C(=O)Cn2c(Cl)nc3c2c(=O)n(C)c(=O)n3C)cc1 | 1.6 | -2.1 | -0.9 | 0.5 | -5.2 | -2.1 | -1.8 | -0.2 | -3.1 | -3.5 | -1.7
Cc1cc(C)cc(NC(=O)CSc2nnc(-c3ccccc3C)o2)c1 | 1.4 | 0.2 | -0.9 | 7.6 | 1.8 | -1.8 | 1.5 | 3.7 | -7.1 | 1.2 | -1.5
COC(=O)[C@H](CCSC)NC(=O)Nc1ccc(C)cc1C | 1.3 | 0.1 | -0.4 | -6.4 | -1.2 | -1.6 | -4.8 | -1.1 | -2.1 | 2.6 | -0.6
CN(c1ccccc1)S(=O)(=O)c1cccc(Cl)c1Cl | 1.9 | -1.5 | -0.1 | 12.9 | 6.0 | -1.3 | 4.0 | 6.0 | 8.9 | 1.2 | -1.0
Cc1ccc(/C=C/C(=O)O)cc1S(=O)(=O)NCc1cccnc1 | 0.9 | 2.5 | -0.1 | -7.8 | -7.4 | -1.6 | -6.4 | 0.4 | 16.2 | 1.7 | -1.4
Cc1cc(C)c2c(c1)/C(=C/C(=O)c1ccc(Br)s1)C(=O)N2 | 1.3 | -0.1 | -0.4 | -4.1 | -1.1 | -0.9 | -3.0 | 3.8 | -3.5 | 1.1 | 1.7
Cc1ccc(NC(=O)CCNS(=O)(=O)c2ccc3[nH]c(=O)oc3c2)c(Cl)c1 | -1.3 | 0.1 | -0.1 | -2.1 | -6.2 | -1.1 | -4.2 | -8.1 | -7.2 | -0.3 | -0.9
O=C(CCc1nc2ccccc2c(=O)[nH]1)Nc1ccc(F)c([N+](=O)[O-])c1 | -1.4 | -0.4 | 1.4 | -2.3 | -19.2 | -1.8 | 1.1 | -13.8 | -8.2 | -1.0 | -0.4
COc1cc(S(=O)(=O)N(Cc2ccccn2)Cc2ccco2)ccc1-n1cnnn1 | -0.6 | 0.2 | 0.3 | -2.3 | 2.4 | -1.3 | -2.3 | 1.8 | -11.9 | -0.3 | -1.4
O=C(Cn1cc(C(F)(F)F)ccc1=O)N/N=C/c1ccc(Cl)cc1 | 1.8 | -1.0 | 0.0 | -1.7 | 1.6 | -1.3 | 0.9 | 1.1 | -2.3 | -0.5 | -0.3
CC(C)CC(c1nnnn1Cc1ccco1)N1CCN(c2cccc(Cl)c2)CC1 (stereo not given) | -0.6 | 0.9 | 0.4 | -1.8 | 0.7 | -1.3 | -2.4 | -1.1 | -1.5 | 3.5 | 0.9
COc1ccccc1N1CCN(C(=O)C(Cc2ccccc2)NC(=O)C2CCCCC2)CC1 (stereo not given) | -0.9 | 0.3 | -0.5 | 4.0 | 1.2 | -1.8 | -3.6 | -0.5 | 3.5 | 3.1 | -0.6

Random excerpt: 2 entries already listed, in no set order.
SMILES | FXN GAA850 act | DAX1 inh-1 | DAX1 inh-2 | ADAM10 inh | PLCb3 inh | ssDAF12 agonist | ADAM17 inh | PLC-gamma1 inh | HGIII-sPLA2 inh | hgDAF-12 ag | hcDAF12 agonist
CC(C)=C1C2C=CC1C(C(=O)Nc1cc(C)ccc1C)C2C(=O)O (stereo not given) | -1.1 | -0.2 | 1.0 | -3.9 | 5.2 | -0.7 | -1.1 | 1.7 | 6.2 | 2.4 | -0.4
O=C(CSc1nnc(CNC(=O)c2cccs2)o1)NC1CCCC1 | 2.8 | -2.2 | -0.5 | -0.2 | 0.9 | -1.1 | -5.0 | 0.4 | -0.2 | 0.5 | -0.5
